CHRM5 antagonist: human M5 muscarinic receptor antagonists, primary screen, CHO cells, Fluo-8 calcium fluorescence; Muscarinic acetylcholine receptor M5 (Homo sapiens), P08912; CHO-hM5 cells, ACh EC80; inhibition, % at 3 µM; hit rate 0.59% among 360,000;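 active = inhibition above a per-plate cutoff, the mean of that plate's test compounds plus 3 SD, cut at about 27% in these data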;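 also: 0% = acetylcholine EC80 with DMSO and 100% = DMSO without agonist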
Target sequence (P08912 whole entry, looked up): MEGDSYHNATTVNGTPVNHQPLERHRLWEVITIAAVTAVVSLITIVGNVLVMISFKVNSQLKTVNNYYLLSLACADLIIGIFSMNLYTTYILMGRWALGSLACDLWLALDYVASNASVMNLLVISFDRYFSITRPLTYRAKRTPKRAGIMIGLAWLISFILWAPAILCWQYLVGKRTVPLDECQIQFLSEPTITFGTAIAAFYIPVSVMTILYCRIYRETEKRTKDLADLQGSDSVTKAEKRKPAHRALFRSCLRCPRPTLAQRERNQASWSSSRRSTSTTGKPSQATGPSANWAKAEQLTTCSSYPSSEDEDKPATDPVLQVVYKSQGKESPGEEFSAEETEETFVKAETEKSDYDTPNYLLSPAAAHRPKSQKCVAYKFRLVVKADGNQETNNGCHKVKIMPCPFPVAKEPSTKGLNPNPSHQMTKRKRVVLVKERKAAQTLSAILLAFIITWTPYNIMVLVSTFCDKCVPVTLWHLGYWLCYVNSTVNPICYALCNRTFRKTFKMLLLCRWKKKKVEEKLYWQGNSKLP
M4 ag: human M4 muscarinic receptor agonists, primary screen, CHO-K1 cells, Fluo-8 calcium fluorescence | Muscarinic acetylcholine receptor M4 (Homo sapiens), P08173 | CHO-K1 hM4/Gqi5; vehicle 0%, full acetylcholine response 100% | activation, % at 3 µM | hit rate 0.14% among 360,000;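 active = activation above the run mean over all test wells plus 3 SD, cut at about 32% in these data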;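 also: peak over basal fluorescence ratio per well then scaled between controls; 0% = DMSO wells and 100% = acetylcholine at EC100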
Target sequence (P08173 whole entry, looked up): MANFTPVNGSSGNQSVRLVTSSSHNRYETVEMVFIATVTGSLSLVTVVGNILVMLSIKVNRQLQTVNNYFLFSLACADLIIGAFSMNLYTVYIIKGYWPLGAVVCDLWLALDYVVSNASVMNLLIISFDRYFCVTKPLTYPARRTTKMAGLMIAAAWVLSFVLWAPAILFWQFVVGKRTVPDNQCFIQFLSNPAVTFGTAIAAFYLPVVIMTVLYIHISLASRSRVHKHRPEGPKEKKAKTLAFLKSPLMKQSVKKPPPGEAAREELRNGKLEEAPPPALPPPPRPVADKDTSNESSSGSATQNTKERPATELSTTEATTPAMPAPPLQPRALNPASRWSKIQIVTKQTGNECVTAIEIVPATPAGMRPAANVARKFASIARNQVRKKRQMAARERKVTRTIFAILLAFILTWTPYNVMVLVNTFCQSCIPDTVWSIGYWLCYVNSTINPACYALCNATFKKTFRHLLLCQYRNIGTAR
M1 PAM: human M1 muscarinic receptor positive allosteric modulators, primary screen, CHO-K1 cells, Fluo-8 calcium fluorescence, 1536-well | AID 588819, 2011 | hit rate 0.088% among 360,000 | CHO-K1 hM1, ACh EC20; 0% = ACh EC20, 100% = maximal ACh | activation, % at 3 µM | Muscarinic acetylcholine receptor M1 (Homo sapiens), P11229; in the data active = activation above about 19%, passing the limit was not always enough
CRFBP-R2 agonist: agonists of CRF-BP/CRF-R2 complex, primary screen, cell-based, HEK293, calcium dye fluorescence, uHTS; CRF-binding protein / CRF receptor 2 complex (human); calcium dye fluorescence (FLIPR); percent of saturating CRF peptide response; activation, % at 13.2 µM; hit rate 0.46% among 350,000;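 active = activation of at least 50%, plus an integration ratio under a set limit after plate pattern correction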;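 also: plate controls were neutral control wells without compound for no effect and CRF at EC100 for full effect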
M4 PAM: human M4 muscarinic receptor positive allosteric modulators, primary screen, CHO-K1 cells, Fluo-8 calcium fluorescence. CHO-K1 hM4/Gqi5, ACh EC20; 0% = ACh EC20, 100% = maximal ACh. activation, % at 3 µM. hit rate 0.4% among 360,000;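 active = activation above its plate's cutoff, the mean activation of sample wells plus 3 SD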; also: some results filed as inactive read as strong as hits
CHRM5 PAM: human M5 muscarinic receptor positive allosteric modulators, primary screen, CHO-K1 cells, Fluo-8 calcium fluorescence | CHO-K1 hM5, ACh EC20 PAM; 0% = ACh EC20, 100% = ACh EC100 | activation, % at 3 µM | Muscarinic acetylcholine receptor M5 (Homo sapiens), P08912 | hit rate 0.3% among 360,000;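 active = activation above the run cutoff, the mean activation of all test compounds plus 3 SD, cut at about 18% in these data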
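Assay system – human M5 receptor in CHO-K1 cells · Read-out – % activation, ACh-normalized · Technique – Fluo-8 calcium fluorescence · Dosing – single-point, 3 µM nominal · Incubation – Fluo-8 loading 80 min at 37 °C plus 30 min room temperature · Repeats – singlicate, one well per test compound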
CHRM5 agonist: human M5 muscarinic receptor agonists, primary screen, CHO-K1 cells, Fluo-8 calcium fluorescence | activation, % at 3 µM | Muscarinic acetylcholine receptor M5 (Homo sapiens), P08912 | CHO-K1 hM5 cells; 0% DMSO wells, 100% maximal acetylcholine response | hit rate 0.19% among 360,000;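 active = activation above the run's mean over test compounds plus 3 SD, cut at about 23% in these data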;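 also: signal is peak over basal fluorescence ratio across the kinetic read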
M4 antag: human M4 muscarinic receptor antagonists, primary screen, CHO cells, Fluo-8 calcium fluorescence | Muscarinic acetylcholine receptor M4 (Homo sapiens), P08173 | hit rate 0.73% among 360,000 | CHO-hM4 cells, ACh EC80 | inhibition, % at 3 µM;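 active = inhibition above its plate's cutoff, the mean inhibition of sample wells plus 3 SD, cut at about 27% in these data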;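 also: 0% = acetylcholine EC80 with DMSO and 100% = DMSO without agonist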
CRFBP-R2 block: antagonists of CRF-BP/CRF-R2 complex, primary screen, cell-based, HEK293, calcium dye fluorescence, uHTS; CRF-induced calcium fluorescence; inhibition, % at 11.8 µM; hit rate 0.59% among 350,000; AID 588475, 2011;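 active = inhibition of the ligand-induced calcium signal above about 50% at the single tested concentration, limit read from the data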
Active calls of the source: *; · = not tested or not shown.

SMILES	CHRM5 antagonist	M4 ag	M1 PAM	CRFBP-R2 agonist	M4 PAM	CHRM5 PAM	CHRM5 agonist	M4 antag	CRFBP-R2 block
CCOc1ccc(CN(CCO)CCO)cc1[N+](=O)[O-]	-3	1	6	1.2	2	3	1	8	-8
Cc1cc(C(=O)OC(C(=O)Nc2ccc(C)c(Cl)c2)c2ccccc2)c(C)o1 (configuration not stated)	-4	1	-1	0.0	-7	-5	-3	-2	-25
CN(C(=O)CSc1ncn[nH]1)C1(C#N)CCCCC1	6	1	9	0.3	14	3	4	1	-2
COc1ccccc1CNC(=O)CCNS(=O)(=O)c1cccc2nsnc12	6	1	-3	1.7	-3	-2	2	9	-4
O=c1c(-c2ccc(O)cc2)coc2cc(OC3OC(CO)C(O)C(O)C3O)ccc12 (configuration not stated)	7	-1	3	-1.2	2	-3	3	3	0
O=C(c1cccc(S(=O)(=O)N2CCOCC2)c1)N1CCCC1	0	1	8	-1.1	4	1	2	-1	23
Cc1ccc(Cl)c2sc(NC(=O)C3=COCCO3)nc12	7	6	7	1.2	6	-4	6	1	4
Cc1ccc(N=C(N(C)C)P(=O)(N(C)C)N(C)C)c(C)c1	2	1	11	1.9	-2	8	0	-1	-27
COc1ccc(NC(=O)C2CC(=O)OC23CCOC(C)(C)C3)cc1 (configuration not stated)	-1	1	1	0.3	1	-2	-5	3	-37
COc1ccccc1/C=C/C(=O)NCc1ccccn1	0	1	11	3.5	-2	-3	-4	10	16
CCCC(=O)Nc1nc2c(s1)COc1ccccc1-2	1	0	20	-6.5	0	-7	1	-11	-10
Cc1ccc([C@H]2C[C@H](O)[C@@H](n3cc(-c4ccc(F)cc4)nn3)CN2C(=O)c2cccs2)cc1	1	5	1	1.0	-5	1	0	-9	-7
C/C(=N/NC(=O)c1ccc2c(c1)OCCO2)c1ccc([N+](=O)[O-])cc1	-1	2	14	-0.3	2	4	1	-9	0
Cc1ccc(NS(=O)(=O)N(C)C)cc1	-3	0	2	-1.6	-6	-2	0	10	-16
COc1cccc(/C=C2/SC(=S)N(CC(=O)Nc3nnc(C)s3)C2=O)c1	4	0	1	0.7	1	-1	2	-8	-25

3 entries from above, sorted by the number in CHRM5 agonist, ascending.
compound,CHRM5 antagonist,M4 ag,M1 PAM,CRFBP-R2 agonist,M4 PAM,CHRM5 agonist,M4 antag,CRFBP-R2 block
Cc1ccc([C@H]2C[C@H](O)[C@@H](n3cc(-c4ccc(F)cc4)nn3)CN2C(=O)c2cccs2)cc1,1,5,1,1.0,-5,0,-9,-7
CCOc1ccc(CN(CCO)CCO)cc1[N+](=O)[O-],-3,1,6,1.2,2,1,8,-8
COc1ccccc1CNC(=O)CCNS(=O)(=O)c1cccc2nsnc12,6,1,-3,1.7,-3,2,9,-4

Later entries.
SMILES	CHRM5 antagonist	M4 ag	M1 PAM	CRFBP-R2 agonist	M4 PAM	CHRM5 PAM	CHRM5 agonist	M4 antag	CRFBP-R2 block
COc1ccc(N2C(=O)CCC(C(=O)O)C2c2ccc(OC)c(OC)c2)cc1 (configuration not stated)	-1	1	5	-0.2	6	2	-2	7	1
COC/C=C/C1=CC2=CC(=O)C(C)(OC(=O)C3CCCC3)C(=O)C2=CO1 (configuration not stated)	14	1	-9	1.9	4	-6	0	-7	-2
Cc1onc(C(=O)N2CCN(Cc3ccccc3)CC2)c1[N+](=O)[O-]	-3	2	8	2.9	12	0	3	-16	-17
CC(C)(C)n1nnnc1CN1CCN2CCCC2C1 (configuration not stated)	2	1	5	-2.1	3	-3	-5	-1	13
CCN(CC)CC(=O)c1c[nH]c2ccc(OC)cc12	-4	0	10	2.4	14	14	2	-8	1
CS(=O)(=O)N(CC(=O)NCc1cccnc1)Cc1ccc(Cl)cc1	6	1	4	-1.0	14	-3	-2	2	-4
O=C(/C=C/c1ccc([N+](=O)[O-])cc1)OCC(=O)N1c2ccccc2Sc2ccccc21	-2	0	0	-3.0	2	-2	-3	-3	3
Cc1ccc(NC(=O)CC(=O)NCCN2CCOCC2)cc1	-1	0	11	-0.7	9	5	0	-1	42
COc1cc(C(=O)Nc2ccccc2N2CCOCC2)ccc1OCC(=O)N1CCOCC1	-4	6	7	0.9	0	1	3	-3	5
Oc1cccc(Nc2ncnc3c2oc2ccccc23)c1	2	5	-4	-0.6	-7	-8	-6	4	-8
O=C(Nc1cc(S(=O)(=O)N2CCCCC2)ccc1Cl)C1=NN(c2ccccc2)C(=O)CC1	10	0	-1	3.2	-2	-5	-4	0	-6
COc1ccc(Cn2cc3c(-c4ccc(F)cc4)nnc-3c3cc(OC)c(OC)cc32)cc1	1	-1	5	6.6	0	-5	0	-3	7
CCOC(=O)C1CCN(c2cc3c(cc2NC(=O)c2ccccc2OCC)n(C)c(=O)n3C)CC1	34*	12	-8	-2.2	-3	-13	-4	11	20
COCc1cc(CN(C)C(=O)C2CCC(=O)N(Cc3cccc(OC)c3)C2)[nH]n1 (configuration not stated)	2	0	11	0.0	2	0	0	1	-4
Cc1c(NC(=O)C(C)Oc2ccc(Br)cc2Cl)c(=O)n(-c2ccccc2)n1C (configuration not stated)	-5	0	11	-0.1	6	7	-1	-5	8

Results in M4 ag and CHRM5 agonist, for 3 of the compounds above:
SMILES | M4 ag | CHRM5 agonist
COc1ccc(N2C(=O)CCC(C(=O)O)C2c2ccc(OC)c(OC)c2)cc1 (configuration not stated) | 1 | -2
COCc1cc(CN(C)C(=O)C2CCC(=O)N(Cc3cccc(OC)c3)C2)[nH]n1 (configuration not stated) | 0 | 0
O=C(/C=C/c1ccc([N+](=O)[O-])cc1)OCC(=O)N1c2ccccc2Sc2ccccc21 | 0 | -3

The list continues:
SMILES	CHRM5 antagonist	M4 ag	M1 PAM	CRFBP-R2 agonist	M4 PAM	CHRM5 PAM	CHRM5 agonist	M4 antag	CRFBP-R2 block
CC(=O)Nc1cccc2c1Cc1cc([N+](=O)[O-])ccc1-2	5	1	9	0.4	3	-2	2	-10	21
O=C(CSc1nnc(-c2ccc(F)cc2)n1CC1CCCO1)NCc1ccco1 (configuration not stated)	-2	2	5	-1.9	7	4	-3	1	-4
Cc1nc(NC(=O)c2cccc(Cl)c2)sc1C(=O)N1CCCCC1	3	1	0	0.6	-7	-3	-2	5	-15
Cc1cc(C)cc(C(=O)NC(CC(N)=O)c2ccc(N3CCN(C)CC3)c([N+](=O)[O-])c2)c1 (configuration not stated)	7	1	5	0.7	9	8	1	3	-2
OCC[C@@H]1C[C@@H](O)[C@H](O)[C@@]2(Cc3ccccc3CCO2)O1	7	0	6	1.6	2	1	1	-5	3
C[C@@H](CSc1ccccc1)CN1CC[C@H](O)CCC1=O	4	1	10	-0.3	13	2	3	6	-5
COc1cccc(CN2C(=O)C3(C(C#N)=C(N)OC4=C3C(=O)CCC4)c3ccccc32)c1 (configuration not stated)	-2	1	5	-0.7	5	2	2	-8	8
NC(=S)N/N=C/c1ccccc1OC(=O)/C=C/c1ccccc1	4	3	9	-1.1	-1	-6	-8	11	124*
COc1ccccc1N1CCN(C(=O)NC23CC4CC(CC(C4)C2)C3)CC1	8	0	-2	-2.2	-6	-2	-2	8	-7
CCOc1ccc(NS(=O)(=O)c2cc3c4c(c2)CCN4C(=O)CC3)cc1	10	6	-11	0.0	-4	-7	3	8	9
CC1=CC=CC2=NC(=O)CC(C)(C(=O)N(CC(=O)NC3CCCC3)c3ccc(F)cc3)N12 (configuration not stated)	-1	1	7	0.3	6	1	-2	-5	-8
Cc1ccc(S(=O)(=O)N2C[C@H]3[C@H]4C(=O)N(c5ccccc5)C(=O)[C@H]4C[C@H](OC(=O)NC4CCCC4)[C@@]3(O)C2)cc1	-13	0	4	0.6	-7	-3	2	4	-13
COc1ccc(S(=O)(=O)NC(N)=NCCc2ccccc2)cc1	3	2	7	-0.2	14	-3	-2	-3	21
Cc1ccc(C)c(N2CCN(C(=O)C(Cc3ccccc3)n3cccc3)CC2)c1 (configuration not stated)	2	2	-4	0.5	-12	-24	42*	-3	29
CCCC1=[N+](CC(=O)c2ccccc2)CCn2cccc21	7	1	1	6.8	-3	0	-5	-3	-13
Cc1ccc(N(CC(=O)NCc2ccccn2)S(=O)(=O)c2ccccc2)cc1Cl	-4	2	6	-1.4	1	5	-3	-7	5
COc1ccc(CC(=O)N2CC(C)CC(C)C2)cc1OC (configuration not stated)	8	2	4	-0.3	6	-11	0	3	5
O=C(CSc1nn(-c2ccc(Cl)cc2)c(=S)s1)N1CCN(C(=O)c2ccco2)CC1	5	5	9	-2.3	-7	-3	4	-9	-7
CCCNC(=O)C1(C)CCCN(C(=O)c2c(F)ccc(C)c2F)C1 (configuration not stated)	4	0	-4	·	-1	-1	0	3	·
COc1ccc(C2C=C(c3ccccc3)Nc3nnnn32)cc1 (configuration not stated)	6	3	2	0.4	0	-9	3	2	-21
Cc1cc(NC(=O)CSc2nnc(CNC(=O)c3c(F)cccc3F)o2)no1	6	1	9	0.7	2	-3	-4	-8	7
COc1cc(C(=O)NCCc2cn3ccc(C)cc3n2)cc(OC)c1OC	0	6	15	2.5	4	-3	2	-14	-1
COC(=O)c1sccc1NC(=S)N1CC(C)CC(C)C1 (configuration not stated)	5	-2	0	0.6	-2	-10	-4	-5	1
CC(Cc1ccco1)NC(=O)c1ccc(C(F)(F)F)cc1 (configuration not stated)	17	0	6	0.0	1	-7	-5	-15	-6
CCOc1ccc(NC(=O)C2CSC(c3ccncc3)=N2)cc1 (configuration not stated)	-3	2	2	-1.1	4	-1	1	-7	6
Cc1ccc(/C=C2/SC(=S)N(CCCC(=O)Nc3ccc(O)cc3)C2=O)cc1	2	3	9	-3.2	-1	-5	0	7	40
COc1ccc(/C(O)=C2/C(=O)C(=O)N(CCN(C)C)C2c2ccccn2)cc1OC (configuration not stated)	4	0	1	1.4	5	-12	-3	-5	11
O=C(NCc1ccc2c(c1)OCO2)c1nc(S(=O)(=O)Cc2ccccc2)ncc1Cl	12	4	-3	0.1	-6	-1	-5	18	22
O=C(Nc1cccc(Cl)c1)c1cc(S(=O)(=O)N2CCCCC2)c[nH]1	3	3	3	-1.7	3	-7	5	-7	14
CC1(C)CC(=O)C=C(c2ccc(-c3ccccc3)cc2)C1	-6	0	5	0.9	2	17	4	-5	-5
Cc1nnc(SCC(=O)Nc2sc3c(c2C#N)CCCC3)[nH]c1=O	4	0	3	1.3	4	-1	1	3	3
O=C(CC1SC(N2CCOCC2)=NC1=O)Nc1ccc(Cl)c(C(F)(F)F)c1 (configuration not stated)	4	0	11	-0.8	13	6	2	-3	-2
O=C1c2cccc3c(N4CCOCC4)c([N+](=O)[O-])cc(c23)C(=O)N1c1cccc2ccccc12	-1	0	7	3.3	6	10	0	3	-6
O=C(Cn1nnc(-c2ccc(Cl)cc2)n1)NC(=O)NC1CCCC1	0	0	7	-0.9	3	1	0	-4	7
C[C@H](CO)N1C[C@H](C)[C@@H](CN(C)C(=O)c2cnccn2)Oc2cc(C#CCC3CCCC3)ccc2S1(=O)=O	2	2	0	1.2	-7	-2	2	10	13
COc1cccc(NC(=O)NNS(=O)(=O)c2ccc(OC)cc2OC)c1	2	2	2	-0.5	4	2	-1	-19	-1

Assay outcomes (PubChem BioAssay)
